KAT2A inh = qHTS Assay for Inhibitors of GCN5L2. Potency, µM (doses to about 58.9 µM), for the others: at the top dose activity change, negative = inhibition, hits mostly inhibitors. AID 504327, 2011. GCN5L2 HAT assay, ThioGlo1 CoA-SH fluorescence. 0.21% of 390,000 active
Target sequence (Q92830 whole entry, looked up): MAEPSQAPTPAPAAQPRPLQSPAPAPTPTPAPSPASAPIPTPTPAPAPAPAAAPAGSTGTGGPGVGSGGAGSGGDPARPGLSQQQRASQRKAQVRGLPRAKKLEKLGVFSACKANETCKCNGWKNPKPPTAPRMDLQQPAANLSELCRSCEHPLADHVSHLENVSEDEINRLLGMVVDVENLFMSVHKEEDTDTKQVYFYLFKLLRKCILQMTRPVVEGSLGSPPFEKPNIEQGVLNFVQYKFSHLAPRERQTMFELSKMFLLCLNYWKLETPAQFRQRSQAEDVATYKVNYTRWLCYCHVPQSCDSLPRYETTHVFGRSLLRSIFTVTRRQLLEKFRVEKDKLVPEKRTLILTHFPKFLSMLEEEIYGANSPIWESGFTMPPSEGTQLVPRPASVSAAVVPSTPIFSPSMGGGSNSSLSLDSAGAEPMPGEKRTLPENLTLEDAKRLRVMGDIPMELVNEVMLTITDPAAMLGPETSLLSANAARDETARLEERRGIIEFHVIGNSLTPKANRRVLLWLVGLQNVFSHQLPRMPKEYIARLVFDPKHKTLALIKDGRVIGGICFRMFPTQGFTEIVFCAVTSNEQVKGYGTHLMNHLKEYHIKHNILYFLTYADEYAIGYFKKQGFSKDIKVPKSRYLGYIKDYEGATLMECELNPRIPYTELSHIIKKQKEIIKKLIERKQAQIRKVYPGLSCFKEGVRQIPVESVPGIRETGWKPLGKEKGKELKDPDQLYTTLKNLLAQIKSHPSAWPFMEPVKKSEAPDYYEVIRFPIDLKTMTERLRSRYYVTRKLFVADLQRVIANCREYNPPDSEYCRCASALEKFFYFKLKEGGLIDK
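qHTS, 1536-well. 20nM enzyme, pH 7.5 HEPES/EDTA/Tween-20 buffer; 15 min compound preinc., RT. Start: 75uM H3(1-25), 70uM AcCoA, 50uM ThioGlo1. Read Ex340/Em540 at t=0 (autofluorescence flag) and t=20 min.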
DT40 TDP1 CPT = qHTS for Inhibitors of human tyrosyl-DNA phosphodiesterase 1 (TDP1): qHTS in cells in presence of CPT; chicken DT40 Tdp1-/-;hTDP1 cells + 20 nM CPT, ATP luminescence, 48 h; Potency, µM (highest dose often 46.2 µM), for inactives: at the highest dose activity change, negative = growth inhibition, most hits filed as inhibitors; 12% of 420,000 active; note: nearly all actives have a fitted effect of over 55% in size
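Chicken DT40 Tdp1-/- cells complemented with human TDP1, 400 cells/well, exposed to compounds plus 20 nM camptothecin for at least 48 h at 37 C; viability read as ATP content by CellTiter-Glo luminescence.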
DT40 TDP1 no CPT = qHTS for Inhibitors of human tyrosyl-DNA phosphodiesterase 1 (TDP1): qHTS in cells in absence of CPT | DT40 Tdp1-/- hTDP1 cells, no CPT, ATP luminescence, 48 h | Potency, µM (series often up to 46.2 µM), inactives show at the top dose activity change, negative = growth inhibition, usual class: inhibitors | 15% of 420,000 active | AID 686978, 2013; note: nearly all actives have a fitted effect of over 55% in size
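Chicken DT40 Tdp1-/- cells complemented with human TDP1, screened without camptothecin (DMSO vehicle only), 400 cells/well. Compounds pin-transferred, cells incubated at 37 °C for at least 48 hr. Growth read as ATP-dependent luminescence (CellTiter-Glo, 30 min at RT).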
The depositor's hits bear a star; ? = inconclusive; / = no result given; & = joins results of further samples; [ ] = dose if it differs, or a comment. Calls come from the whole dose curve; as a rule, active = well fitted curve in the direction sought with a large enough effect; inconclusive = small, poorly fitted or top-dose-only effect, or another doubt; inactive = no such curve, though single readings can be large; an effect the other way counts as inactive or inconclusive. % is set by controls: 0 for no effect and ±100 for the full control effect; potency is the fitted concentration of half-maximal effect.

SMILES	KAT2A inh	DT40 TDP1 CPT	DT40 TDP1 no CPT
CCc1ccc2c(c1)c(=O)c(C(=O)c1ccc(C)cc1)cn2CC(=O)Nc1ccc2c(c1)OCCO2	-4%	-1%	1%
CN(NC1OC(=O)c2ccccc21)c1ncc(C(F)(F)F)cc1Cl (centres undefined)	1%	-15%	?
N#Cc1cccc(NC(=O)NCCc2c[nH]c3ccccc23)c1	-3%	-17%	-27%
CC1(OC(=O)CCc2ccccc2)C(=O)C=C2C=C(c3ccc(C#N)cc3)N(C3CCCCC3)C=C2C1=O (centres undefined)	-2%	26µM*	?
CCOC(=O)N1CCN(C(=O)c2cn(CC)c3ccc(S(=O)(=O)N4CCOCC4)cc3c2=O)CC1	-1%	-12%	4%
Brc1ccc(-c2noc(COc3ccc4c(c3)CCC4)n2)o1	-4%	-16%	-17%
CCC(C)(C)NC(=O)C(c1ccco1)N(C(=O)c1csnn1)c1cccc(F)c1 (centres undefined)	-1%	?	-6%
c1ccc(CSc2ncnc3ccccc23)cc1	-10%	-27%	-26%
C[C@H](C(O)c1ccccc1)N(C)C(=O)CN (some centres undefined)	-11%	-5%	-1%
Cc1ccc(C(=O)N/C(=C\c2ccc(-c3ccccc3[N+](=O)[O-])o2)C(=O)NCCCN(C)C)cc1	7%	5.2µM*	5.8µM*
CC(=O)Nc1ccc(NC(=O)Cn2c(=O)n(-c3ccc(C)cc3)c(=O)c3oc4ccccc4c32)cc1	-1%	12%	17%
COc1cc(=O)n2c(c1C(=O)N(C)Cc1nonc1C)CCN(Cc1ccccc1F)CC2	/	2%[9.04 µM]	-23%
COC(=O)CCc1nc2c(C#N)c(-c3ccc(Cl)cc3)ccn2n1	-5%	0%	2%
CC(=O)Nc1ccc(OC(F)(F)Cl)cc1	-1%	?	4%
CC(NC(=O)c1cccc(S(=O)(=O)N(C)C)c1)c1nc2ccccc2[nH]1 (centres undefined)	-6%	3%	?
COc1ccc(OCc2nnc(SCC(=O)NC3CC4CCC3C4)o2)cc1 (centres undefined)	-5%	-17%	?
CN(C)c1ccc(C(=S)N2CCOCC2)cc1	-8%	-1%	-5%
C=CCN(CC=C)Cc1c(C)[nH]c2c(C)c(C)ccc2c1=O	-5%	15%	-10%
Cc1cc(C)nc(N/N=C/c2cccc([N+](=O)[O-])c2)n1	-10%	-21%	-24%
COc1ccc(-n2c(Cc3cccn3C)nnc2SCC(=O)Nc2cccc(F)c2)cc1	-8%	23µM*	26µM*
O=C(Cn1nc(C(=O)O)c2ccccc2c1=O)NCc1ccco1	-5%	26µM*	?
COc1ccc(N(CC(=O)N2CCN(c3cc(C)ccc3C)CC2)S(=O)(=O)c2c(C)noc2C)cc1	2%&-7%	23µM*	13µM*
COc1ccc(Cl)cc1NC(=O)COC(=O)CCNS(=O)(=O)c1cccs1	-9%	22%	-17%
COc1ccc(NC(=S)Nc2ccc(S(=O)(=O)N3CCOCC3)cc2)c(OC)c1	35%[activator]	5%	-20%
O=C(Cc1ccc(S(=O)(=O)N2CCOCC2)s1)N(Cc1ccccc1)c1ccccc1	-9%	?	21µM*
O=C(/C=C/c1ccco1)N1CCN(c2ccccc2)CC1	-4%	13%	1%
CN(C(=O)c1cc(-c2cccs2)nn1-c1ccccc1)C1CCS(=O)(=O)C1 (centres undefined)	/	-3%	10%
CCn1c(SCC(=O)OC)nnc1-c1ccccc1	-4%	0%	-10%
O=C(OCc1ccccc1)N1CCC2CC1c1ccc(N3CCOCC3)cc12 (centres undefined)	/	?	?
O=C(Nc1cnn(Cc2ccc(F)cc2)c1)C(c1ccccc1)c1ccccc1	-10%	?	21µM*
CN(Cc1nc(-c2ccc(C(F)(F)F)cc2)no1)C1CCOCC1	?	-16%	-1%
COc1ccc(C(C)NC(=O)C23CC4CC(CC(C4)C2)C3)cc1OC (centres undefined)	-6%	-23%	-12%
CCOCCOC(=O)c1ccc2c(c1)N(Cc1ccccc1C#N)C(=O)c1ccccc1S2(=O)=O	0%	?	?
O=C(O)c1cccnc1SCc1cccc(Cl)c1	-2%&1%	?	?
CC(C)c1nc(SCC(=O)Nc2ccc3c(c2)OCCO3)c2c(=O)n(C)c(=O)n(C)c2n1	-4%	?	?
CCOC(=O)N1CCN(C(=O)c2cnsn2)CC1	-4%	1%	2%
O=C(Cc1ccccc1Cl)NCCCn1ccnc1	2%	?	1%
COc1ccccc1-c1nccc(NCc2cccs2)n1	?	21µM*	?
Cc1nn(C(C)C(=O)NCc2ccccc2Cl)c(=O)c2c1sc1ccccc12 (centres undefined)	?	?	?
C=CCc1cc(Cl)ccc1OCCNCCN1CCOCC1	-4%	?	-27%
C/C(=N/NC(=O)c1cc(C)[nH]n1)c1ccco1	-24%	3%	-22%
O=C(CN1C(=O)S/C(=C\C=C\c2ccccc2)C1=O)Nc1ccccc1C(=O)O	-10%	-12%	-18%
CCO[C@@H]1OC(C(=O)N2CCOCC2)=C[C@H](C2CC2)[C@H]1CCCO	-4%	-1%	5%
N#Cc1nc(-c2ccc(OCc3ccccc3)cc2)oc1NCCCN1CCOCC1	-4%	21µM*	?
O=C(NN=C1CCCC1)c1cc(-c2ccc(F)cc2)nc2ccccc12	-2%	-13%	?
CCOc1cc(-c2noc(CCC(=O)N3CCOCC3)n2)ccc1OC	-7%	?	?
CCC(=O)c1cn(CC(=O)Nc2cccc(OC)c2)c2ccccc12	-4%	8%	-1%
COc1ccccc1NC(=O)Cn1c(=O)n(Cc2nc(-c3ccccc3)no2)c(=O)c2ccccc21	-3%	-28%	?

Two records picked at random from the list so far, as already listed:
SMILES	KAT2A inh	DT40 TDP1 CPT	DT40 TDP1 no CPT
COc1ccccc1NC(=O)Cn1c(=O)n(Cc2nc(-c3ccccc3)no2)c(=O)c2ccccc21	-3%	-28%	?
O=C(NN=C1CCCC1)c1cc(-c2ccc(F)cc2)nc2ccccc12	-2%	-13%	?

Remaining list, next part:
SMILES	KAT2A inh	DT40 TDP1 CPT	DT40 TDP1 no CPT
Cc1cc(C)c(NC(=O)COc2cccnc2[N+](=O)[O-])c(C)c1	-5%	1%	-6%
COC(=O)c1cc(OC)c(OC)cc1NC(=S)Nc1cccc(C(C)=O)c1	-16%	12%	-8%
COCCN1C=C(C(=O)OC)C(c2ccc(Cl)cc2)C(C(=O)OC)=C1	-25%	?	?
Cc1ccccc1NC(=O)Cc1nc(COC(=O)c2cc(Br)ccc2O)cs1	1%	-27%	-10%
COc1ccc(C2C(C#N)=C(C)NC3=C2S(=O)(=O)c2ccccc23)cc1 (centres undefined)	-12%	-30%	?
Cn1c(=O)c(C(=O)NCCCc2ccccc2)c(O)c2ccccc21	-7%	-15%	?
CCCCN(CC)CCNC(=O)c1nn(-c2ccc(OC)cc2)c(=O)c2c1c1ccccc1n2C	-1%&-4%	?	?
CN1CCN(c2ncc3nc(-c4ccccc4)c(=O)n(-c4ccccc4)c3n2)CC1	22µM*	7%	-30%
COc1ccc(C(=O)Nc2ccnn2C2CCN(Cc3cnn(C)c3)CC2)cc1	-2%	0%	14%
COc1ccc(OC)c(NC(=O)c2oc3ccccc3c2NC(=O)C2CC2)c1	-9%	-30%	-19%
COC(=O)c1sc(NC(=O)COc2ccc(C)cc2)nc1C	-15%	-21%	-15%
CC(=O)C[C@H]1c2cc(C(F)(F)F)ccc2S(=O)(=O)N1Cc1ccccc1	/	?	?
Cc1cccc(C)c1NS(=O)(=O)c1ccc(NS(=O)(=O)c2ccc3c(c2)OCCO3)cc1	-3%	?	?
O=C(C(=O)N1CCN(c2ccccc2)CC1)c1ccco1	/	7%	6%
O=C(COC(=O)c1n[nH]c2ccccc12)c1ccc(F)c(F)c1	-2%	-6%	-29%
C[C@@H](C(=O)NCc1ccccn1)[C@H]1C[C@]1(C)[C@H](NC(=O)OCc1ccccc1)c1ccccc1	0%	23µM*	16µM*
CCOC(=O)c1oc2cccc(O)c2c1CN1CCOCC1	-3%	-23%	-28%
CCOc1ccccc1CNC(=O)CCc1c(C)nn(-c2ccc(N3CCCC3)nn2)c1C	3%	?	21µM*
Cn1c(=O)n(C/C=C/c2ccccc2)c(=O)c2c1nc1n2CCCN1c1ccc(F)cc1	-7%	-29%	?
O=c1[nH]c(C(Cl)Cl)nc2sc3c(c12)CCN(Cc1ccccc1)C3	-18%	6%	?
Cc1ccc(OCCNC(=O)CNC(=O)c2ccc(C)c(C)c2)cc1	-2%	5%	-9%
Cc1nnc(NC2(C(F)(F)F)C(=O)Nc3c2c(=O)n(C)c(=O)n3C)s1 (centres undefined)	-2%	-1%	3%
Cc1ccc(S(=O)(=O)NC(=O)C2(C)CCN2C(=O)Cc2ccc(Cl)cc2Cl)cc1 (centres undefined)	/	?	?
CC(C)[C@@H](N)C(=O)NCC1CCC(C(=O)N[C@@H](Cc2ccccc2)C(=O)O)CC1 (some centres undefined)	-5%	13%	1%

2 neighbouring compounds from above, for reference:
SMILES	KAT2A inh	DT40 TDP1 CPT	DT40 TDP1 no CPT
Cc1nnc(NC2(C(F)(F)F)C(=O)Nc3c2c(=O)n(C)c(=O)n3C)s1 (centres undefined)	-2%	-1%	3%
Cc1ccc(S(=O)(=O)NC(=O)C2(C)CCN2C(=O)Cc2ccc(Cl)cc2Cl)cc1 (centres undefined)	/	?	?

The list continues:
SMILES	KAT2A inh	DT40 TDP1 CPT	DT40 TDP1 no CPT
CCC(C)[C@H](NS(=O)(=O)c1ccc(C)cc1)C(=O)N1CCC(C(=O)N2CCC(C(=O)OC)CC2)CC1 (some centres undefined)	-2%	-7%	-11%
CCn1cc(C(=O)N2CCN(c3cccc(C)c3C)CC2)c2cc(OC)c(OC)cc2c1=O	-15%	21µM*	21µM*
COc1ccc2cc(C(=O)NCC(=O)O)sc(=O)c2c1OC	-10%	8%	15%
Cc1c(C(=O)N(Cc2cccc(Cl)c2)Cc2ccco2)oc2ccccc12	-2%	?	-24%
c1ccc(Nc2ncnc3ccc(-c4ccoc4)cc23)cc1	?	?	?
O=C(COc1ccccc1F)Nc1nnc(S(=O)(=O)N2CCCCCC2)s1	-7%	-28%	-10%
O=[N+]([O-])c1ccc(CS(=O)(=O)N2CCN(c3ccccc3)CC2)cc1	-5%	-15%	2%
CN(N)c1nc(-c2ccccc2)nnc1C(F)(F)F	-13%	-6%	-17%
O=C(c1ccco1)N1CCN(Cc2cccc3ccccc23)CC1	0%	8.2µM*	?
NS(=O)(=O)c1ccccc1NC(=S)Nc1ccccc1S(N)(=O)=O	3%	9%	-1%
Cc1c(C2(O)CCCCC2)[nH]c2ncccc12	-3%	-3%	0%
CCOC(=O)c1c(NC(=O)CC)sc(C(=O)NC2CCCC2)c1C	-1%	8%	-5%

Complete entries, looked up by structure:
CCOC(=O)c1c(NC(=O)CC)sc(C(=O)NC2CCCC2)c1C as listed: KAT2A inh: -1%; DT40 TDP1 CPT: 8%; DT40 TDP1 no CPT: -5%
O=C(c1ccco1)N1CCN(Cc2cccc3ccccc23)CC1 as listed: KAT2A inh: 0%; DT40 TDP1 CPT: 8.2µM*; DT40 TDP1 no CPT: ?
CCn1cc(C(=O)N2CCN(c3cccc(C)c3C)CC2)c2cc(OC)c(OC)cc2c1=O as listed: KAT2A inh: -15%; DT40 TDP1 CPT: 21µM*; DT40 TDP1 no CPT: 21µM*

Following part
SMILES	KAT2A inh	DT40 TDP1 CPT	DT40 TDP1 no CPT
O=C(CC1CCCC1)Nc1cccc(Br)c1	-3%	1%	-30%
Cc1ccc(CCNC(=O)C(NS(=O)(=O)c2ccc3c(c2)oc(=O)n3C)C(C)C)cc1 (centres undefined)	-3%	2%	-4%
O=S(=O)(c1cccs1)N1CN(Cc2ccc(Cl)cc2)c2nc3ccccc3nc21	-19%	?	?
COc1ccccc1CC(=O)N1CCN(C(=O)c2ccco2)CC1	-21%	-14%	9%
Cn1ccnc1SCC(=O)Nc1cccc(S(=O)(=O)N2CCCCCC2)c1	-4%	11%	-22%
